Compound activity (PubChem)
PABP1 MLLE inh – blocks PAM2 peptide binding to the PABP1 MLLE domain; GST-MLLE / FITC-PAM2 fluorescence polarization; inhibition, % at 20 µM; actives 0.36% (n = 360,000); AID 588489; in the data active = inhibition above about 35%, passing the limit was not always enough;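 note: plate controls were DMSO wells with GST-MLLE for no effect and wells lacking GST-MLLE protein for full effect; some results filed as inactive read as strong as hits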
CSN inh – CSN deneddylation inhibition. Q92905. Purified CSN, SCF-Nedd8-OG deneddylation, fluorescence polarization. inhibition, % at 12.5 µM. actives 0.38% (n = 360,000). AID 651999;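 active = pattern-corrected inhibition above about 35%, with an unprinted fluorescence ratio check between 0.5 and 1.5, limit read from the data, passing the limit was not always enough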;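 note: 0% = enzyme with substrate and 100% = substrate without enzyme; some results filed as inactive read as strong as hits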
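Detection – fluorescence polarization · System – HEK293T-derived human Csn5 enzyme · Controls – substrate-only high control, full reaction low control · Timing – 90 min, room temperature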
bovine MsrA act – activates bovine MsrA enzyme | purified bovine MsrA, absorbance read-out | actives 0.3% (n = 360,000) | AID 602163 | activation, % at 10.6 µM; in the data active = activation above about 7.5%;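 note: 0% = vehicle and 100% = reference activator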
TbMetRS inhib – Trypanosoma brucei MetRS inhibition | purified T. brucei MetRS, ATP depletion, Kinase-Glo luminescence | inhibition, % at 11.9 µM | actives 0.4% (n = 360,000);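 active = inhibition above a per-plate cutoff of the control wells' mean inhibition plus 3 SD, cut at about 5.5% in these data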;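 note: 0% = DMSO wells median and 100% = median of wells with control inhibitor compound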
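Material: T. brucei methionyl-tRNA synthetase, purified; reagent: substrates ATP, L-methionine and bulk Escherichia coli tRNA; dosing: 11.9 µM single point; timing: 15 min plus 2 h at 25 °C; detection: luminescence of leftover ATP; evaluation: % inhibition; control set: DMSO-only wells as low control; replicates: singlicate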
Rin1-Abl PPI inh – blocks binding of human Rin1 to Abl; TR-FRET Rin1/Abl binding, biochemical; inhibition, % at 7.35 µM; actives 0.4% (n = 360,000); AID 588664; in the data active = inhibition above about 5%, passing the limit was not always enough
FAS TE block – blocks the thioesterase domain of human fatty acid synthase; P49327; recombinant FAS-TE, OMFH fluorogenic substrate, fluorescence endpoint; inhibition, % at 15 µM; actives 0.67% (n = 360,000);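 active = compounds whose normalised, plate-corrected inhibition of enzyme fluorescence in the single-dose primary screen is 50% or more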;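 note: 0% = DMSO with enzyme and 100% = substrate without enzyme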
MsrA inhibitor – inhibits bovine methionine sulfoxide reductase A. inhibition, % at 15.5 µM. actives 0.75% (n = 360,000). purified bovine MsrA, absorbance read-out. AID 651718; in the data active = inhibition above about 4.5%;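 note: 0% = vehicle wells with enzyme and 100% = reference inhibitor wells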
Neddylation inh – cullin neddylation inhibition | calls only at 25 µM | AID 651699 | actives 0.58% (n = 360,000) | TR-FRET cullin neddylation, biochemical; in the data active = inhibition above about 36%
Target sequence (P61081 whole entry, looked up): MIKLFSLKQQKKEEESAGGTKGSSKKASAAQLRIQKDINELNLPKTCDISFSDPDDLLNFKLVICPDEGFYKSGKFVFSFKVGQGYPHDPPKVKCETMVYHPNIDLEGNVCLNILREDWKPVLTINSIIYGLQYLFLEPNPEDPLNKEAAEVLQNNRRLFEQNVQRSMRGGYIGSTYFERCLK
Target sequence (Q13564 whole entry, looked up): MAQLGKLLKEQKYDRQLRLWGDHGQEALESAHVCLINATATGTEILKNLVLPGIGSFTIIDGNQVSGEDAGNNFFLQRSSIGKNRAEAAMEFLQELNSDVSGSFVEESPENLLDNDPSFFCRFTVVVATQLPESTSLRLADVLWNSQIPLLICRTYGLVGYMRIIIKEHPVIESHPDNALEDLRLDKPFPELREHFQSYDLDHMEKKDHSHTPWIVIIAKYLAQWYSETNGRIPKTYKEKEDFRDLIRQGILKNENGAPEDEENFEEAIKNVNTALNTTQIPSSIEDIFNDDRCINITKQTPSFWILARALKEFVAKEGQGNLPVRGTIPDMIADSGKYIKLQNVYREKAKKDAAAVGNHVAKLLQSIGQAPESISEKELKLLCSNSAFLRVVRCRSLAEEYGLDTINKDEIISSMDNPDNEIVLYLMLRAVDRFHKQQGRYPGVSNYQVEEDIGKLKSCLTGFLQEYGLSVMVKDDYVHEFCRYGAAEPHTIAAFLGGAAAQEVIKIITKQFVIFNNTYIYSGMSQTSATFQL
E coli Lon inh – E. coli protease La inhibition; actives 0.42% (n = 360,000); AID 602123; purified E. coli Lon protease, fluorescence polarization; inhibition, % at 7.94 µM; P0A9M0; in the data active = inhibition above about 13%, passing the limit was not always enough;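 note: 0% = enzyme with probe and DMSO and 100% = no enzyme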
* hit, by the source's call; i = inactive; . = not tested or not shown. The order is random. Share with any hit: about 4%.

Fields: PABP1 MLLE inh | CSN inh | bovine MsrA act | TbMetRS inhib | Rin1-Abl PPI inh | FAS TE block | MsrA inhibitor | Neddylation inh | E coli Lon inh
- CCN(CC)CCNS(=O)(=O)c1ccc(OC)c(Br)c1
  -129 | 6 | -2 | 0.2 | -2 | -9 | -1.1 | i | -13
- COc1ccc(Cl)cc1C(=O)NNC(=O)c1cccc([N+](=O)[O-])c1
  7 | 0 | 0 | -0.9 | -3 | 36 | 1.7 | i | -7
- CCN(CC(=O)Nc1ccccc1C(F)(F)F)C(=O)c1ccccc1OCc1ccc(F)cc1
  3 | 1 | 0 | -0.5 | 1 | 10 | -1.0 | i | -7
- N/C(=N\OC(=O)CCCN1C(=O)c2ccccc2C1=O)c1ccc(Cl)cc1
  -12 | 4 | -5 | -1.0 | 0 | -4 | 1.6 | i | -2
- Cc1ccc(Cl)cc1N1CCN(S(=O)(=O)N2CCCCC2)CC1
  -5 | -11 | -3 | 0.9 | 2 | 30 | -0.7 | i | 9
- CC(C)(C)C(=O)NC(=S)NNC(=O)c1ccc(-c2ccccc2)cc1
  -3 | -1 | -3 | -1.0 | -1 | 3 | . | i | 3
- CC(=O)c1c(C)[nH]c(C(=O)N2CCCC(C)C2)c1C (stereo not drawn)
  1 | -1 | 0 | 0.5 | -1 | -3 | 0.2 | i | -4
- CCc1cccc(CC)c1NC(=O)CSc1nc2ccc(N3C(=O)C4C(C3=O)[C@H]3C=C[C@@H]4C3)cc2s1 (stereo partly drawn)
  -130 | 1 | -3 | 0.7 | -8 | -1 | -0.4 | i | -10
- CCC1/C(=N\O)CC(c2ccco2)NC1c1ccco1 (stereo not drawn)
  1 | 2 | 0 | -0.8 | 3 | -4 | 0.3 | i | 1
- Cc1ccc(S(=O)(=O)N2CCOCC2)cc1NC(=O)CSc1nnnn1C1CC1
  -35 | -2 | -4 | 0.0 | 0 | -3 | -2.3 | i | -5
- NS(=O)(=O)c1ccc(CCNC(=O)COC(=O)CN2C(=O)C3CCCCC3C2=O)cc1 (stereo not drawn)
  -16 | -3 | -5 | -0.8 | 3 | -7 | -1.4 | i | -1
- Cn1c(=O)cc(OCC(=O)N2CCN(c3ccccc3F)CC2)c2ccccc21
  11 | 1 | -2 | 0.5 | 0 | 8 | -0.7 | i | -1
- COc1ccc(C2(O)CCN(Cc3nnnn3Cc3ccc(C)cc3)CC2)cc1
  6 | 1 | -12 | -1.8 | 6 | -3 | 0.5 | i | 0
- Cc1ccc[n+](CC(=O)Nc2ccc([N+](=O)[O-])cc2)c1
  13 | 4 | -3 | -0.8 | -2 | -6 | 0.7 | i | 8
- COc1ccccc1N(C)S(=O)(=O)c1ccc(Cl)c(C(=O)Nc2ccccc2N2CCOCC2)c1
  -2 | -1 | -5 | -0.3 | 1 | 24 | 0.8 | i | -11

For convenience, part of the list above:
Fields: PABP1 MLLE inh | CSN inh | bovine MsrA act | TbMetRS inhib | Rin1-Abl PPI inh | FAS TE block | MsrA inhibitor | Neddylation inh | E coli Lon inh
- CCN(CC)CCNS(=O)(=O)c1ccc(OC)c(Br)c1
  -129 | 6 | -2 | 0.2 | -2 | -9 | -1.1 | i | -13
- COc1ccc(Cl)cc1C(=O)NNC(=O)c1cccc([N+](=O)[O-])c1
  7 | 0 | 0 | -0.9 | -3 | 36 | 1.7 | i | -7

Three entries out of the list above, arranged by their value in E coli Lon inh, highest first:
SMILES | PABP1 MLLE inh | CSN inh | bovine MsrA act | TbMetRS inhib | Rin1-Abl PPI inh | MsrA inhibitor | Neddylation inh | E coli Lon inh
CCC1/C(=N\O)CC(c2ccco2)NC1c1ccco1 (stereo not drawn) | 1 | 2 | 0 | -0.8 | 3 | 0.3 | i | 1
COc1ccc(C2(O)CCN(Cc3nnnn3Cc3ccc(C)cc3)CC2)cc1 | 6 | 1 | -12 | -1.8 | 6 | 0.5 | i | 0
Cc1ccc(S(=O)(=O)N2CCOCC2)cc1NC(=O)CSc1nnnn1C1CC1 | -35 | -2 | -4 | 0.0 | 0 | -2.3 | i | -5

Further entries.
Fields: PABP1 MLLE inh | CSN inh | bovine MsrA act | TbMetRS inhib | Rin1-Abl PPI inh | FAS TE block | MsrA inhibitor | Neddylation inh | E coli Lon inh
- Brc1ccc(CSc2nnc(-c3ccco3)o2)cc1
  7 | 1 | -3 | 0.2 | 1 | 16 | -0.5 | i | -5
- CO/N=C(\N)c1ccc([N+](=O)[O-])cc1
  -1 | -1 | -4 | -0.6 | -3 | -4 | -0.1 | i | 3
- O=C(COC(=O)/C=C/c1cccc(Br)c1)Nc1ccc(Cl)cn1
  -5 | 3 | 0 | -0.3 | -1 | -1 | 0.8 | i | 0
- CC(=O)Nc1ccc(NC(=O)COC(=O)C2CCC(C(C)(C)C)CC2)cc1 (stereo not drawn)
  -8 | 0 | 0 | -0.1 | -1 | 6 | -0.1 | i | 0
- CCCCc1nnc(NC(=O)CN2C(=O)c3ccccc3C2=O)s1
  -9 | 1 | 5 | 0.1 | -2 | -4 | 0.9 | i | -7
- O=C(CCCOc1ccc(Cl)cc1Cl)NCCCO
  -7 | 1 | -6 | 4.1 | -2 | 3 | -0.8 | i | 2
- COc1ccc2c(C)c(C)c(=O)oc2c1OC
  7 | 2 | -3 | -0.5 | 0 | -2 | 2.0 | . | -5
- CC(=O)c1cccc(NC(=O)CN2CCc3cc4c(cc3C2C)OCCCO4)c1 (stereo not drawn)
  -5 | -3 | 3 | -0.1 | -1 | -4 | -0.6 | i | -1
- CCCCC[C@H]1CCCCC[C@@H](O)C[C@@H](O)[C@@H](O)/C=C/C(=O)O1
  . | -3 | -3 | -1.1 | . | -7 | 0.3 | i | 7
- CCN(CC)C(=O)C12CC3CC(CC(Cl)(C3)C1)C2
  3 | -5 | -2 | 0.2 | -2 | -8 | -0.3 | i | 3
- CC(=O)N1Cc2cc(C(=O)NCC(F)(F)F)nc(-c3cccc(-c4cccnc4)c3)c2[C@@H]1CCO
  . | 4 | 3 | 0.1 | . | -6 | 0.0 | i | -6
- COc1ccc(-n2nnnc2CNC(=O)C2CC(=O)N(c3ccc(Cl)cc3)C2)cc1 (stereo not drawn)
  14 | 0 | -9 | -0.6 | 4 | -7 | -0.4 | i | 11
- COc1ccccc1C(O)(C(=O)NNc1cccc(C)c1)c1ccccc1OC
  1 | 1 | -4 | -0.5 | 1 | 12 | 1.0 | i | -6
- CCc1nnc(NC(=O)CN2C(=O)c3ccccc3S2(=O)=O)s1
  13 | 1 | -3 | -0.3 | -1 | -9 | -0.3 | i | -4
- O=C(c1cc(COc2ccccc2)on1)N1CCCC(CN2CCOCC2)C1 (stereo not drawn)
  -6 | -1 | -4 | 0.1 | -1 | 1 | -1.4 | i | -6

(more compounds)
molecule	PABP1 MLLE inh	CSN inh	bovine MsrA act	TbMetRS inhib	Rin1-Abl PPI inh	FAS TE block	MsrA inhibitor	Neddylation inh	E coli Lon inh
CCOC(=O)c1nn(-c2ccc(F)cc2)c(=O)c(C#N)c1C	11	-2	-12	-1.1	-2	6	1.4	i	2
O=C(NCc1ccccc1)c1n[nH]nc1-c1ccccc1O	4	-7	-13	-1.2	6	-5	0.5	i	-2
Cn1cccc1/C=C(\C#N)C(N)=S	-10	5	-11	-0.6	-7	-1	2.2	i	0
CCc1nnc2c(NCCc3ccc(OC)c(OC)c3)nc3ccccc3n12	11	-1	6	0.1	-1	-1	-0.2	i	-4
COc1ccc(-n2c(-c3cnccn3)n[nH]c2=S)cc1	-8	-6	7	-0.3	2	-12	-0.4	i	-5
CCn1c(C)c(C)c2cc(C(=O)Nc3cccc(Cl)c3)ccc21	6	3	-5	-0.1	0	19	0.5	i	8
O=[N+]([O-])c1ccccc1OCCOCCOc1cccc2cccnc12	-2	-12	-6	0.1	-6	-14	1.7	i	-5
COc1cc(C#Cc2ccc3cc(CCO)oc(=O)c3c2)cc(OC)c1	3	0	-14	-0.7	4	17	1.9	i	-14
CC1=CC(C)(C)N(C(=O)CN2C(=O)c3ccccc3C2=O)c2ccc(C)cc21	0	-4	-2	-1.4	-2	21	0.2	i	-6
CN(c1ccc(S(=O)(=O)N2CCOCC2)cn1)C1CCCCC1	-11	2	-12	-0.7	-1	12	2.0	i	7
CN(C)c1cccc2c1c(NC(=O)c1ccc(Cl)cc1)nn2C	-3	-1	-4	-0.3	-1	2	1.0	i	4
Cc1nc(C(F)(F)F)ccc1C(=O)N1CCCC1(C)C(=O)NCC(C)C (stereo not drawn)	6	0	-1	-0.2	1	-5	0.3	i	0
Cc1c(N2C(=O)/C(=C/C3CC=CCC3)SC2=S)c(=O)n(-c2ccccc2)n1C (stereo not drawn)	30	7	1	-0.1	0	-1	2.2	i	0
COc1ccc(C(=O)NCc2ccc(N3CCN(C(=O)OC(C)(C)C)CC3)cc2)cc1	-4	-2	0	0.6	-2	8	-0.7	i	7
Cc1ccc(C2CCN(C(=O)Nc3ccc(F)cc3)C2)cc1 (stereo not drawn)	8	1	-2	0.9	-4	5	0.4	i	-4

Entries from the list above that have a cyano group (2):
molecule	PABP1 MLLE inh	CSN inh	bovine MsrA act	TbMetRS inhib	Rin1-Abl PPI inh	FAS TE block	MsrA inhibitor	Neddylation inh	E coli Lon inh
CCOC(=O)c1nn(-c2ccc(F)cc2)c(=O)c(C#N)c1C	11	-2	-12	-1.1	-2	6	1.4	i	2
Cn1cccc1/C=C(\C#N)C(N)=S	-10	5	-11	-0.6	-7	-1	2.2	i	0

Further records
molecule	PABP1 MLLE inh	CSN inh	bovine MsrA act	TbMetRS inhib	Rin1-Abl PPI inh	FAS TE block	MsrA inhibitor	Neddylation inh	E coli Lon inh
O=C(CN1CCN(c2ccccn2)CC1)N1c2ccccc2Sc2ccc(C(F)(F)F)cc21	6	-1	-14	-1.7	-2	17	0.1	i	6
CCCCCOc1ccc(C2NC(=O)NC2=O)cc1 (stereo not drawn)	19	-2	4	0.3	3	-2	-0.6	i	-1
CCOC(=O)C1(CCOc2ccccc2)CCN(CCCn2cccn2)CC1	-3	-4	-6	-0.6	1	-4	1.5	i	-1
COC(=O)c1ccc(S(=O)(=O)N2CCc3ccccc3C2)cc1	11	-2	0	-0.2	1	-2	0.2	i	-15
CC(=O)Nc1ccc(NC(=O)CSc2nnnn2-c2ccccc2F)cc1	2	5	-1	0.2	-1	2	-1.7	i	-2
CCN(CC)Cc1cc(CCNC(=O)c2ccc(Cl)cc2)ccc1O	0	0	1	0.2	-3	-7	0.9	i	8
O=C(OCc1cc(=O)n2c(n1)sc1ccccc12)c1ccc(O)cc1O	-25	10	-10	-1.6	3	-4	-1.9	i	-2
Cc1ccc2[nH]c(C(=O)NCCN3CCCC3)cc2c1	1	-1	-6	-0.2	0	-5	-0.2	.	21
CC(C)(C)C(=O)N1CCN(c2ccc(NC(=O)c3ccc([N+](=O)[O-])o3)cc2)CC1	-6	-3	-2	-0.4	-1	7	0.1	i	-7
Cn1cc(CN2CCCC(C(=O)Nc3cccc(-n4cccn4)c3)C2)cn1 (stereo not drawn)	-14	2	-2	0.0	3	-11	1.1	i	-1
